High-throughput results: PubChem BioAssay, several laboratories
GalR3 antag = GalR3 antagonists in HEK293 cells, primary screen, cell-based, fluorescence readout; 360,000 tested, 0.44% active; AID 651719, 2012; HEK293 GalR3-CNG cAMP membrane potential fluorescence; galR3 body fused to GalR1 C-terminus; inhibition, % at 3 µM;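 active = inhibition above the screen-wide average plus 3 SD, cut at about 13% in these data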;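 note: forskolin and galanin both at EC90 stimulate the cells; cAMP rise reported by CNG channel membrane potential dye signal; 0% = forskolin plus galanin with DMSO and 100% = forskolin alone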
Target sequence (O60755 1-299 limits assumed): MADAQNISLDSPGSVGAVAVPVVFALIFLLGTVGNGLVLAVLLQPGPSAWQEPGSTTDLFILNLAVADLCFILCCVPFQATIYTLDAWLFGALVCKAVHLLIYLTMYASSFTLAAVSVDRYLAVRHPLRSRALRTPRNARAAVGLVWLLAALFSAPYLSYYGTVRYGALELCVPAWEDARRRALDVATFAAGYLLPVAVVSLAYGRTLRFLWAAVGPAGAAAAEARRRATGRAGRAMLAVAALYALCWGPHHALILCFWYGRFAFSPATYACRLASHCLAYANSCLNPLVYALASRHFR
NALP1 inh = NALP1 inflammasome inhibitors in reconstituted yeast, colorimetric, S. cerevisiae, triplicate retest. 280,000 tested, 0.61% active. S. cerevisiae NALP1/ASC/caspase-1 growth, X-gal OD620, 72 h. inhibition, % at 10 µM; in the data active = inhibition mostly above about 24%, no sharp cut-off; inactive = mostly below about 32%; note: some compounds called inactive have numbers as strong as hits
GPR7 antag = GPR7 receptor antagonists, primary screen, cell-based, fluorescence, single concentration | inhibition, % at 4.4 µM | Neuropeptides B/W receptor type 1 (Homo sapiens), P48145 | 290,000 tested, 1.1% active | GPR7-expressing cells, fluorescence antagonist assay; in the data active = inhibition above about 16%, passing the limit was not always enough;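 note: cells stimulated with the agonist NPW; 0% = agonist with vehicle and 100% = vehicle without agonist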
OXTR ag = human OXTR agonists, primary screen, fluorescence, CHO-OTR cells, Fluo-8 calcium | activation, % at 3 µM | Fluo-8 calcium fluorescence; normalized: DMSO 0%, oxytocin 100% | Oxytocin receptor (Homo sapiens), P30559 | 320,000 tested, 0.32% active;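 active = activation above the mean of all tested compounds plus 3 SD, cutoff set per screening run, cut at about 20% in these data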;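 note: peak over basal fluorescence ratio from a 100 s FLIPR kinetic read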
Target sequence (P30559 whole entry, looked up): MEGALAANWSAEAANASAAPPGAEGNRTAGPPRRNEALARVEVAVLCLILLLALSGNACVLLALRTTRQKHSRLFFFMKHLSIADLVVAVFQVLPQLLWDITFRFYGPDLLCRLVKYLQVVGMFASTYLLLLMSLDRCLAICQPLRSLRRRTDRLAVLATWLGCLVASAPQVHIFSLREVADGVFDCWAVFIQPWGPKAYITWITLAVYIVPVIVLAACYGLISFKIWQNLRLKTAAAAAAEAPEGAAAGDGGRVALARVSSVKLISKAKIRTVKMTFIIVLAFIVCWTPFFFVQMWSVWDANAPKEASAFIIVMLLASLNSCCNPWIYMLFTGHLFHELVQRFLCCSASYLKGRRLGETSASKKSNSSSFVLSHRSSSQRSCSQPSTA
MEKK2wt PB1 HTS = modulators of MEK5 binding to wildtype MEKK2, primary screen, biochemical, multiplex bead flow cytometry, Alexa488-MEK5. binding response (% of control), % at 10 µM. 290,000 tested, 1.1% active. Alexa488-MEK5 binding to MEKK2 WT; actives lie on both sides; in the data active = binding response below about 67% or above about 130%
V1R ag counter = agonists of human V1a receptor, primary screen, counter-screen for OXTR agonist project, fluorescence, CHO-V1R cells; Vasopressin V1a receptor (Homo sapiens), P37288; 320,000 tested, 0.25% active; activation, % at 3 µM; Fluo-8 calcium fluorescence, agonist mode; 0% DMSO, 100% 3 nM vasopressin;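 active = activation above the mean activation of all tested compounds plus 3 SD, per screening run, cut at about 20% in these data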;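 note: signal is peak over basal fluorescence ratio across a 100 second FLIPR read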
MEKK2mut PB1 HTS = MEK5 binding signal on mutant MEKK2 PB1, primary screen, biochemical, multiplex bead flow cytometry, Alexa488-MEK5; Alexa488-MEK5 binding to MEKK2 mutant; percent response, % at 10 µM; 290,000 tested, 0.35% active; AID 1530, 2009; in the data active = percent response above about 24%, passing the limit was not always enough; note: inactives centre near 1; some results filed as inactive read as strong as hits; reference of the scale not given here
MEKK3 PB1 HTS = modulators of MEKK3-MEK5 PB1 binding, primary screen, biochemical, wildtype MEKK3, multiplex bead flow cytometry, Alexa488-MEK5 | binding response (% of control), % at 10 µM | Mitogen-activated protein kinase kinase kinase 3 (Homo sapiens), Q99759 | 290,000 tested, 1.4% active | AID 1529, 2009 | bead-based flow cytometry, Alexa488-MEK5 binding to MEKK3; actives lie on both sides; 0 = blocked by unlabeled MEK5, 100 = vehicle;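 active = binding response more than 3 SD above or below the average of its plate-row segment, actives on both sides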;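 note: Alexa488 bead fluorescence after subtracting the streptavidin-only scavenger bead signal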
PHOSPHO1 inh = PubChem AID 1565; recombinant PHOSPHO1, absorbance phosphatase assay; 290,000 tested, 1.1% active; Phosphoethanolamine/phosphocholine phosphatase (Homo sapiens), Q8TCT1; inhibition, % at 13.3 µM; in the data active = inhibition above about 60%
Target sequence (Q8TCT1 whole entry, looked up): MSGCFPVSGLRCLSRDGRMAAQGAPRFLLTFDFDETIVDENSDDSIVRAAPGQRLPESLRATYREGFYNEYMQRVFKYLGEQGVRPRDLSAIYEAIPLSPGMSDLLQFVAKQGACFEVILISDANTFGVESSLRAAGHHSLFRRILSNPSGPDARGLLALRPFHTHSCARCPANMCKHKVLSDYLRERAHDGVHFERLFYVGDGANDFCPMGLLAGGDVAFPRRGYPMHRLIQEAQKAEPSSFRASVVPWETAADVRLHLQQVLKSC
Numbers without * were called inactive; . = no result given. Not a hit list (roughly 5.4% active in at least one column).

SMILES	GalR3 antag	NALP1 inh	GPR7 antag	OXTR ag	MEKK2wt PB1 HTS	V1R ag counter	MEKK2mut PB1 HTS	MEKK3 PB1 HTS	PHOSPHO1 inh
CN(Cc1ccccc1)c1nc(N)nc(Cl)c1C=O	-3	22	-11	1.8	100	0.2	-2	105	12
CCc1ccc(NC(=O)C(C)OC(=O)c2ccc(N3CCCC3)c([N+](=O)[O-])c2)cc1 (configuration not stated)	-6	16	0	-1.0	102	-0.3	0	100	-4
O=C(c1cc2ccccc2cc1OCC(O)CN1CCCCC1)N1CCCCC1 (configuration not stated)	.	-27	-8	.	115	.	14	108	0
O=c1[nH]nc(Cc2ccccn2)c2ccccc12	-1	3	-11	0.3	102	1.0	5	105	-6
NC(=O)c1ccc(NC(=O)CS(=O)(=O)c2cn(CC(=O)N3CCCCC3)c3ccccc23)cc1	3	1	-16	-0.7	104	0.7	6	99	31
COc1ccc(C(=O)COC(=O)C(CCSC)NS(=O)(=O)c2ccc(Cl)cc2)cc1 (configuration not stated)	-12	30	-8	4.5	92	6.0	-4	92	12
COc1ccc(CCC(=O)N(C)CC(=O)Nc2ccc(N3CCOCC3)cc2)cc1	-8	10	0	-0.3	103	-0.5	-3	106	14
CCOc1cc(/C=N/O)cc(Br)c1OCc1ccc(Cl)cc1	-5	13	-5	-1.4	95	1.9	-1	99	41
Cc1cc(C)n(-c2nc3ccccc3nc2N2CCN(C(=O)c3ccc(Cl)cc3)CC2)n1	-2	12	-2	-1.8	92	0.0	-7	98	0
CCOC(=O)C1CCCN(C(=O)c2cccc3ccccc23)C1 (configuration not stated)	-8	24	-5	-0.5	101	0.2	-1	102	23
O=C(/C=C/c1cccc(Br)c1)NCC1CCCCC1	-1	35	-2	-2.3	109	0.8	1	106	12
CCOCC(=O)Nc1cccc(C(=O)OCC)c1	2	5	1	-0.5	99	-0.1	3	98	-4

Some values from the results shown.
CCOc1cc(/C=N/O)cc(Br)c1OCc1ccc(Cl)cc1 in MEKK3 PB1 HTS: 99
O=C(/C=C/c1cccc(Br)c1)NCC1CCCCC1 in NALP1 inh: 35
CN(Cc1ccccc1)c1nc(N)nc(Cl)c1C=O in MEKK2mut PB1 HTS: -2

(more compounds)
SMILES	GalR3 antag	NALP1 inh	GPR7 antag	OXTR ag	MEKK2wt PB1 HTS	V1R ag counter	MEKK2mut PB1 HTS	MEKK3 PB1 HTS	PHOSPHO1 inh
CCc1ccc(NC(=O)Nc2ccsc2C(=O)OC)cc1	-1	18	-22	-1.1	100	0.6	-1	107	36
COC(=O)CCCC[C@H]1SC[C@H]2NC(=O)N[C@]21O	.	.	13	12	89	-0.3	-14	79	40
CCCN1CCN(CCCNC(=O)c2ccccc2NC(=O)C2=C(C)OCCS2)CC1	-6	19	-4	-0.1	98	0.1	-5	92	17
COc1ccc(C(C)=O)cc1COC(=O)Cc1cc(OC)c(OC)c(OC)c1	-10	-4	-9	1.0	96	3.1	-1	101	15
Cc1sc2nc(C3CCCCC3)nc(SCC(=O)N3CC(=O)Nc4ccccc43)c2c1C	-5	1	-7	0.3	82	0.7	-7	94	11
O=C(CN(C(=O)c1csnn1)c1cccc2ccccc12)NC1CCCC1	-6	-16	0	-0.2	84	-1.5	-11	102	36
CCNC(=O)Cc1c(OC)ccc2cc(Br)ccc12	-2	-14	9	-1.8	97	-1.1	-1	100	30
COc1ccc2oc(-c3ccco3)cc(=O)c2c1	1	15	-12	-0.2	95	-0.9	0	97	20
Cn1cc(C(=O)NC2CCCCCC2)c(=O)c2cc(S(=O)(=O)N3CCCC3)ccc21	-12	12	-6	0.4	99	0.6	-2	94	-14
Cc1ccc(C)c(NC(=S)N2CCN(S(=O)(=O)c3ccccc3)CC2)c1	-1	4	-7	.	103	.	6	105	11
O=c1c(Cc2c(F)cccc2Cl)c(O)ccn1CCCn1ccnc1	-4	16	2	1.0	105	-0.7	1	106	25
Cc1ccc(C(=O)C[n+]2ccc(Cc3ccccc3)cc2)cc1	3	-12	-12	1.7	106	0.5	2	104	24
COc1cccc(CN(Cc2cccnc2)S(=O)(=O)c2ccc(-n3cnnn3)c(C)c2)c1OC	0	-5	4	0.4	100	1.8	-1	99	22
CC(CCCC(C)(C)O)NCc1cn[nH]c1-c1ccc2c(c1)OCO2 (configuration not stated)	-1	-6	-13	-0.5	100	-0.6	4	101	46
CCOc1cccc(CN2CCCC(CCC(=O)NCc3ccccc3F)C2)c1O (configuration not stated)	-2	-14	-3	-1.1	98	0.5	-2	100	51
CCc1c(C)nc(N2CCOCC2)[nH]c1=O	-6	22	-11	-0.1	92	-0.6	-5	95	-6
Cc1sc2ncnc(NCCCO)c2c1C	4	-19	-2	-0.5	97	1.6	5	97	-7
O=C(N/N=C/c1ccc[nH]1)c1ccc(Cl)cc1	-2	16	-8	-2.3	102	-0.2	0	101	4
Cn1cnnc1SCC(=O)N1CCc2ccccc21	-6	26	-16	-0.3	109	-0.7	7	104	1
Cc1nnsc1C(=O)NC(C)c1ccccc1 (configuration not stated)	-5	-8	-9	-0.2	98	-0.3	-1	104	-2
CC(=O)N1CCc2c(sc(NC(=O)c3ccc([N+](=O)[O-])o3)c2C#N)C1	-2	-4	-9	.	80	.	-14	84	20
O=C(Cn1c(/C=C/c2ccccc2)nc2ccccc21)Nc1ccc(F)cc1	0	32	-5	5.0	111	7.3	9	97	8
CCn1nnc(-c2ccccc2NC(=O)C(F)(F)F)n1	-7	3	-10	-1.9	105	-0.5	4	102	-4
CN1CCN(C(=O)C2=C[C@H](c3ccccc3)C[C@H](OCc3ccc(CO)cc3)O2)CC1	-3	4	-14	3.8	111	0.8	11	108	30
COc1ccc(Nc2nc(N)nc(CSC(=S)N3CCCCC3C)n2)cc1 (configuration not stated)	-2	.	-11	-2.9	95	-0.7	-6	96	36
O=S(=O)(Cc1cccc(C(F)(F)F)c1)c1ncn[nH]1	-8	2	-10	0.1	95	0.7	-6	95	21
CCNc1cc(=O)n(C)c(=O)n1C	5	12	-12	0.6	103	1.2	3	102	-8
Cc1cc(C)cc(-n2ccn(CC(=O)NCCc3ccccc3)c(=O)c2=O)c1	0	12	15	-0.5	97	0.2	-1	101	36
CC(C)N(C(=O)C[n+]1ccc(/C=N/O)cc1)C(C)C	-3	21	1	2.4	103	1.3	2	97	1
COCCCNC(=O)c1ccc2c(=O)n(Cc3ccc(Cl)cc3)c(=S)[nH]c2c1	-11	-3	-29	1.0	103	0.1	3	105	42
C/C(=N\NC(=O)c1cccc(S(=O)(=O)N2CCOCC2)c1)c1ccc(C#N)cc1	-3	13	3	-0.4	106	-0.1	5	102	.
COCCNC(=O)COc1cc(=O)n(C)c2ccccc12	-4	-2	0	0.2	88	0.6	-12	85	5
CN(C(=O)COC(=O)c1cc[n+]([O-])cc1)c1ccccc1	-2	2	-12	0.4	112	-0.2	5	105	48
COc1ccccc1NC(=O)NC1(C(=O)N2CCOCC2)CCCCC1	-8	8	-10	0.5	97	-0.5	2	101	26
COc1cc(CN2CCSCC2)c([N+](=O)[O-])cc1OC	-9	21	2	0.4	103	-0.3	1	98	14
CCOC(=O)Cn1c(=NC(=O)CSC(C)=O)sc2cc(OC)ccc21	-1	31	2	-1.3	97	-0.1	-2	98	15
Cc1cc(-c2ccco2)n(CC(=O)NCCN(C)C)n1	5	-9	-16	0.2	110	0.3	9	110	-16
CC(C)N1CCc2c(sc(NC(=O)C3CCCCC3)c2C(N)=O)C1	.	0	5	0.1	94	0.7	-3	98	10
CCOC(=O)c1c(NC(=O)Cc2cccs2)sc(C)c1C	-4	3	-16	-2.2	99	-0.9	2	104	-56
CN(C)c1ccc(NC(=O)C(=O)NCCOc2ccccc2)cc1	-6	-4	-3	-0.8	91	-1.1	-7	101	14
Cc1c(NC(=O)N2CCCCCC2)c(=O)n(-c2ccccc2)n1C	-3	-20	5	0.6	106	0.8	2	98	-33
CCCNC(=O)COC(=O)c1cc(SC)ccc1Cl	-3	-16	-5	-1.4	109	-0.2	7	103	12
CC(=O)Nc1ccc(SCc2ncc(-c3ccccc3)o2)cc1	-5	21	-8	5.5	105	4.3	2	104	36
Cc1ccc(N2CC(C)Cn3c2nc2c3c(=O)n(CC(=O)OCc3ccccc3)c(=O)n2C)cc1C (configuration not stated)	-3	.	-9	-0.8	98	-0.1	1	97	-11
FC(F)(F)c1cnc(N2CCSCC2)c(Cl)c1	-1	-7	-9	0.8	92	0.1	-15	92	46
Cc1ccc(-n2c(=S)sc3c(=O)n(-c4ccccc4F)c(SCC(=O)O)nc32)cc1C	-11	14	-5	-0.4	98	-0.7	2	102	42
O=C1NC(C(F)(F)F)(C(F)(F)F)N=C2SC=CN12	-4	-2	-14	-0.6	100	6.1	-1	96	20
CN(C)CCCNS(=O)(=O)c1ccc(N2CCC(c3ccc(Cl)cc3)=N2)cc1	-10	24	41*	20*	162*	5.1	22	99	3
CC(=O)COc1ncn(-c2ccccc2)n1	-1	5	-2	-0.6	101	-0.6	5	101	-7
COC(=O)CCCCCNc1ccc(C(=O)OC)cc1N	0	.	-13	-2.7	93	-1.3	-5	90	10
CN(C)C1C(=O)c2ccccc2C1=O	-1	16	-5	-0.4	95	0.4	3	104	0
C=CCn1c(SCc2csc(C)n2)nc2sc3c(c2c1=O)CCCCC3	-1	-6	-11	0.1	106	0.6	6	108	2
O=C1CCCN1CCC12CC3CC(CC(C3)C1)C2	-1	14	-4	-1.6	101	-0.5	3	100	4
CCS(=O)(=O)N1CCC(C(=O)NCc2ccccn2)CC1	-8	14	6	0.9	108	0.6	6	106	4
CCS(=O)(=O)Nc1cc(C(=O)OC)ccc1C(=O)OC	-6	0	3	-0.4	96	-0.9	0	99	-3
CCCOc1ccc(CC(=O)NCc2ccco2)cc1OC	6	-5	-8	0.1	100	-0.6	4	104	43
CS(=O)(=O)Nc1nnc(Cc2ccccc2)s1	-1	-80	-6	0.4	108	0.4	9	105	-13
CCCCc1cc(C)c(S(=O)(=O)c2ccccc2C)c(=O)[nH]1	-7	8	0	-0.8	101	0.4	0	99	34
CC(=O)Nc1ccc(C(=O)Nc2cccc(-c3cnc4ccccc4n3)c2)cc1	-4	-4	13	.	79	.	-14	87	-5
COc1ccc(S(=O)(=O)Nc2cc(C)c(O)c(S(=O)(=O)c3ccccc3)c2)cc1	-5	18	-5	-0.3	96	-0.6	-1	97	19
C/C(CC(=O)NCc1ccc(Cl)cc1)=N\NC(=O)COc1ccc(C)cc1Br	-7	-11	-2	-1.5	101	-0.2	0	101	42
Cc1ccc(C(C)C)c(OCCn2c(=O)oc3ccccc32)c1	-6	20	-8	0.1	104	0.6	5	103	-28
CC(C)N(C(=O)NC(=O)NCC1CCCO1)S(C)(=O)=O (configuration not stated)	-6	-10	7	0.9	102	0.8	4	103	5
